NOD2 inhibition – inhibition of NOD2-driven NF-kB reporter – cell-based, luminescence, uHTS, HEK293 (AID 1566). HEK293 NOD2/NF-kB luciferase reporter, luminescence; higher % means a stronger effect. one-dose inhibition, % at 4 µM; EC50 in µM for titrated hits. 0.63% of 290,000 active; also: many of its hits are not listed in these tables
P. falciparum M17LAP – P. falciparum M17LAP inhibitors, primary screen, biochemical, fluorogenic H-Leu-NHMec substrate, 1536-well (AID 1619) | 0.38% of 220,000 active | recombinant M17LAP, H-Leu-NHMec fluorogenic kinetic assay; higher % means a stronger effect | one-dose inhibition, % at 30 µM; IC50 in µM for titrated hits;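 active = compound inhibiting the enzyme by more than half at any dose during confirmatory dose-response retesting; inconclusive = strong single-dose inhibitors picked by rank but not retested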;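 also: plate controls were full reaction with DMSO carrier for no effect and no enzyme background for full effect; strong numbers were not always called active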
P. falciparum M1AAP – P. falciparum M1AAP inhibitors, biochemical, fluorogenic H-Leu-NHMec substrate, 1536-well (AID 1445) | recombinant M1AAP, H-Leu-NHMec fluorogenic kinetic assay; higher % means a stronger effect | inhibition, % at 30 µM; hits with a dose series show IC50 in µM | 0.42% of 220,000 active;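 active = primary inhibition above the hit cutoff, then over 50% inhibition at one or more dose response concentrations, cut at about 23% in these data, passing the limit was not always enough; inconclusive = conflicting primary data, or primary hits not chosen for dose response; inactive = low primary inhibition, or under 50% at every dose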;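 also: plate controls were DMSO full reaction for no effect and no enzyme background for full effect; strong numbers were not always called active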
AID2073 – disruptors of CaV2.2 binding to Mint1 – biochemical, HTRF (AID 2073); inhibition, % at 20 µM; hits with a dose series show IC50 in µM; HTRF protein-protein interaction, Mint1-CaV2.2; higher % means a stronger effect; 0.19% of 290,000 active; in the data active = inhibition mostly above about 51%, no sharp cut-off; inconclusive = no clear call, values can overlap the other calls; inactive = mostly below about 53%; also: some results filed as inactive read as strong as hits
SIAH1 antagonists – blockers of Siah-1 interaction with plectin peptide – biochemical, fluorescence polarization, rhodamine-plectin, uHTS, primary screen (AID 1817). Siah-1 / rhodamine-plectin peptide fluorescence polarization; higher % means a stronger effect. displacement, % at 20 µM; hits with a dose series show IC50 in µM. 0.02% of 290,000 active;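 active = displacement of at least 50% at 20 µM, with a fluorescence ratio check between 0.3 and a set limit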;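 also: plate controls were Siah plus tracer with DMSO for no effect and tracer alone without Siah for full effect; strong numbers were not always called active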
Lipid droplet – hepatic lipid droplet formation modulation; AML12 mouse hepatocytes, oleate lipid droplets, BODIPY imaging; inhibition, % at 6.5 µM; 0.4% of 240,000 active; AID 1656;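 active = lipid droplet intensity inhibited by at least 50%, with more than 500 cells counted; inconclusive = wells with under 300 cells, treated as cytotoxic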
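Assay system: AML12 mouse liver cells | Compound: 6.5 µM single-point dosing | Schedule: Overnight exposure | Technique: Fluorescence imaging, 20x objective, two fields per well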
CSM14.1 death rescue – rescue of cells from ER stress-induced death, primary screen, 384-well, CSM14.1, thapsigargin, ATP luminescence (AID 1222). CSM14.1 thapsigargin-induced death rescue, ATP luminescence; higher % means a stronger effect. cellular ATP content (survival), % at 20 µM, or EC50 in µM where a hit was titrated. 190,000 tested, under 10 active;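 active = EC50 below 50 µM in the dose-response confirmation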;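 also: death triggered by thapsigargin at about 15 µM added after 2 h compound pretreatment; cell ATP read after overnight thapsigargin exposure of roughly 18 to 22 hours; normalized against plate controls of thapsigargin alone and 5% DMSO vehicle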
LYP inhibition – PTPN22 lymphoid phosphatase activity blockers – biochemical, fluorescence intensity, uHTS (AID 1779); inhibition, % at 11.5 µM; hits with a dose series show IC50 in µM; recombinant LYP phosphatase, fluorescence intensity; higher % means a stronger effect; 0.054% of 290,000 active;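 also: plate controls were vehicle with enzyme for no effect and no enzyme for full effect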
XIAP displacement – XIAP antagonists, biochemical, IAP family, fluorescence polarization (AID 1018) | 0.007% of 200,000 active | displacement, % at 20 µM, or IC50 in µM where a hit was titrated | XIAP BIR domain, fluorescence polarization peptide displacement; higher % means a stronger effect; in the data active = displacement above about 50%; also: a part of the inactive calls stands beside numbers as strong as those of hits
Lipid droplet cells 6.5 µM – also measured in Lipid droplet; calls as there; cell count; measured here: cell count, cytotoxicity flag;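 cells counted across two imaged fields per well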
Starred values were filed as active, the others as inactive; ? = inconclusive; . = not tested or not shown. Rule as the data show it, unless noted: active = inhibition above about 50%; inactive = the rest. An excerpt (hit frequency here may not be typical).

1	C=CCn1c(=N)c(C(=O)NCCCOC)cc2c(=O)n3cc(C)ccc3nc21
2	Cc1ccsc1/C=N\NC(=O)c1cc(C(C)(C)C)[nH]n1
3	COCc1nnc(NC(=O)CCC2CCCCC2)s1
4	COc1ccc(COc2ccc(S(=O)(=O)N3CCCC3)cc2C(N)=O)cc1F
5	COc1ccccc1C(C)NC(=O)c1ccc(C)o1 (stereo unspecified)
6	O=C(NC(=S)Nc1cccnc1)c1cccc(Br)c1

assay / entry	1	2	3	4	5	6
NOD2 inhibition	5%	-79%	1%	19%	6%	7%
P. falciparum M17LAP	-193%	10%	10%	.	-7%	.
P. falciparum M1AAP	4%	9%	2%	.	-9%	.
AID2073	6%	-6%	-5%	10%	4%	15%
SIAH1 antagonists	3%	3%	2%	5%	0%	-3%
Lipid droplet	.	-18	1	-8	-5	-8
Lipid droplet cells 6.5 µM	.	461	731	802	817	850
CSM14.1 death rescue	2.9%	-2.3%	0.5%	.	0.1%	.
LYP inhibition	-22%	-2%	-11%	-6%	-6%	-9%
XIAP displacement	-0.9%	-6.4%	-1.0%	.	-5.4%	.

7	CCOC(=O)C1(Cc2ccc(OC)cc2)CCN(C(=O)c2cc(C)on2)CC1
8	Cc1c(C=O)c2cc(OCc3ccccc3)ccc2n1C
9	Cc1ccc(N(C(=O)c2ccccn2)C(C(=O)NC2CCCCC2)c2ccncc2)cc1 (stereo unspecified)
10	Nc1nc(CSc2nc3ccccc3[nH]2)nc(N2CCOCC2)n1
11	CC1CCCCN1CCNC(=O)C1CCCN(S(=O)(=O)c2cccc3nsnc23)C1 (stereo unspecified)
12	CCOC(=O)c1c(C)[nH]c2ccc(O)cc12

assay / entry	7	8	9	10	11	12
NOD2 inhibition	-10%	-29%	11%	-4%	21%	1%
P. falciparum M17LAP	.	.	.	-8%	.	11%
P. falciparum M1AAP	.	.	.	2%	.	5%
AID2073	-4%	11%	16%	-3%	8%	-10%
SIAH1 antagonists	-1%	3%	3%	-1%	-7%	-4%
Lipid droplet	-3	4	-7	22	-4	.
Lipid droplet cells 6.5 µM	712	814	779	679	725	.
CSM14.1 death rescue	.	.	.	-0.4%	.	1.7%
LYP inhibition	-11%	-3%	-9%	5%	-7%	-2%
XIAP displacement	.	.	.	-3.1%	.	-10%

13	O=C(c1ccc(Cl)cc1)c1c[nH]cc1-c1ccccc1
14	COc1ccc(/C=N/n2c(-c3ccco3)nc3ccccc3c2=O)cc1
15	CC(C)(C)NC(=S)NNC(=O)c1ccncc1
16	CCOC(=O)C1CCCN(Cc2ccc(OCc3ccccc3)c(OC)c2)C1 (stereo unspecified)
17	Cc1cc(=O)oc2cc(N3C(=O)CC(Cc4ccccc4)C3=O)ccc12 (stereo unspecified)
18	COCC(=O)N1CCC(Oc2ccc(C(=O)N(C)CCCC3CCCC3)cc2)CC1

assay / entry	13	14	15	16	17	18
NOD2 inhibition	16%	12%	4%	1%	3%	34%
P. falciparum M17LAP	7%	12%	26%	.	1%	.
P. falciparum M1AAP	0%	-2%	18%	.	-11%	.
AID2073	1%	52%	-24%	32%	1%	1%
SIAH1 antagonists	22%	28%	-5%	0%	-4%	12%
Lipid droplet	-7	-52	2	-7	-4	-2
Lipid droplet cells 6.5 µM	669	764	754	779	664	724
CSM14.1 death rescue	-0.3%	-2.6%	-3.5%	.	0.2%	.
LYP inhibition	-4%	0%	-11%	-9%	-4%	-8%
XIAP displacement	0.4%	-6.9%	-4.7%	.	0.0%	.

19	CCOc1ccc(Cc2nc(N)nc(N)n2)cc1
20	COc1cccc(NC(=O)CSc2nnc(CN3CCOCC3)n2C)c1
21	CC(C)(C)OC(=O)CNC(=O)c1nc[nH]c1C(=O)N1CCN(C(=O)OC(C)(C)C)CC1
22	COc1ccc(OCCCC(=O)OC(C)C(=O)Nc2cccc(C(C)=O)c2)cc1 (stereo unspecified)
23	CCN(CC)c1ccc(/C=N/NC(=O)c2cnccn2)cc1
24	CCOc1ccc(CNC(=O)CCS(=O)(=O)Cc2ccccc2C)cc1OC

assay / entry	19	20	21	22	23	24
NOD2 inhibition	13%	14%	4%	15%	-47%	-1%
P. falciparum M17LAP	-5%	11%	.	.	9%	14%
P. falciparum M1AAP	4%	4%	.	.	13%	9%
AID2073	13%	3%	0%	9%	-5%	-7%
SIAH1 antagonists	5%	0%	6%	-3%	-2%	3%
Lipid droplet	-9	.	10	22	0	13
Lipid droplet cells 6.5 µM	712	.	768	734	676	643
CSM14.1 death rescue	-0.5%	-2.7%	.	.	-3.2%	0.3%
LYP inhibition	-2%	-5%	-12%	-11%	-4%	-5%
XIAP displacement	-12%	0.6%	.	.	-9.4%	-6.7%

25	COC(=O)CN1C(=S)N(c2ccc(OC)cc2)C(=O)/C1=C/c1cccs1
26	Cc1ccc(CNC(=O)c2ccc(C#CC(C)(C)O)s2)cc1
27	COc1cccc(-c2csc(N3CCN(C(=O)Nc4ccc(Cl)cc4)CC3)n2)c1
28	Cc1ccc(O)c(NC(=O)C2CCCCC2)c1
29	O=C(NCc1cccc2[nH]ccc12)C1CCC(=O)N(CCc2ccccc2)C1 (stereo unspecified)
30	CC(C)(C)OC(=O)NCCCC[C@@H](C(=O)N1CCN(C(=O)OC(C)(C)C)CC1)n1cc(CCC(=O)O)nn1

assay / entry	25	26	27	28	29	30
NOD2 inhibition	-6%	-9%	-47%	-11%	-17%	7%
P. falciparum M17LAP	7%	7%	-2%	2%	.	2%
P. falciparum M1AAP	5%	2%	6%	9%	.	1%
AID2073	2%	0%	-8%	-2%	2%	-1%
SIAH1 antagonists	3%	-1%	10%	-1%	6%	14%
Lipid droplet	-37	18	-7	-5	-2	-5
Lipid droplet cells 6.5 µM	679	767	771	512	714	612
CSM14.1 death rescue	1.4%	1.1%	2.7%	.	.	-1.0%
LYP inhibition	-1%	-3%	1%	-6%	-3%	-6%
XIAP displacement	-3.8%	-3.1%	-16%	.	.	-2.8%

31	O=C(CN1CCCC1)Nc1ccc([N+](=O)[O-])cc1Cl
32	O=C(CCN1CCOCC1)N/N=C/c1cc([N+](=O)[O-])ccc1OC(F)F
33	CC(C)=NNC1=NC(C)(C)Cc2ccccc21
34	NC(=O)Cn1nc2sc3ccccc3n2c(=O)c1=O
35	COc1ccc2c(c1OC)C(=O)N1C2SC(C)(C)[C@H]1C(=O)NCCCOC(C)C (stereo partly specified)
36	CCCc1nc(SC2CCCC2)c2c(=O)n(C)c(=O)n(C)c2n1

assay / entry	31	32	33	34	35	36
NOD2 inhibition	-1%	3%	-3%	8%	11%	18%
P. falciparum M17LAP	3%	18%	5%	8%	.	-4%
P. falciparum M1AAP	2%	4%	0%	0%	.	-2%
AID2073	-4%	11%	-9%	12%	14%	24%
SIAH1 antagonists	-1%	-4%	11%	5%	-3%	4%
Lipid droplet	2	1	1	4	1	5
Lipid droplet cells 6.5 µM	700	702	761	721	821	591
CSM14.1 death rescue	0.7%	-0.6%	.	.	.	.
LYP inhibition	0%	1%	-4%	-5%	-3%	2%
XIAP displacement	1.3%	-5.1%	.	.	.	2.5%

37	CSc1nc(NC(C)=O)nc(C)c1Br
38	CCOc1c(Br)cc(CNc2ccc(N3CCOCC3)cc2)cc1OC
39	COCCCNC(=O)CN1C(=O)CSc2ncccc21
40	Cc1onc(-c2c(Cl)cccc2Cl)c1C(=O)NC(=S)N1CCOCC1
41	O=C(Oc1cccc2cccnc12)c1ccco1
42	O=C(CN1CCC(NC(=O)Nc2ccccc2)CC1)Nc1ccc([N+](=O)[O-])cc1

assay / entry	37	38	39	40	41	42
NOD2 inhibition	5%	15%	12%	12%	0%	-25%
P. falciparum M17LAP	-3%	-5%	-8%	3%	-16%	.
P. falciparum M1AAP	12%	12%	-6%	7%	6%	.
AID2073	4%	40%	-4%	-36%	10%	-5%
SIAH1 antagonists	0%	2%	-4%	-2%	-4%	3%
Lipid droplet	-11	-15	-5	1	10	6
Lipid droplet cells 6.5 µM	737	675	592	718	724	835
CSM14.1 death rescue	1.0%	.	-2.2%	.	3.5%	.
LYP inhibition	-4%	-7%	-2%	-6%	-1%	-4%
XIAP displacement	-4.3%	.	-3.0%	.	-7.3%	.

43	CC(=O)Nc1ccccc1C(=O)C(=O)Nc1cccc(C(=O)NC2CC2)c1
44	CC(C)OC(=O)CC1C(=O)NCCN1C(=S)NC(=O)CCc1ccccc1 (stereo unspecified)
45	COc1ccc(/C=c2\s/c(=C/C(=O)c3ccc(C)cc3)[nH]c2=O)c(OC)c1
46	Cn1c(=O)n(Cc2ccccc2)c(=O)c2c1nc1n2CCS1
47	Brc1ccc(-c2nnc3c4ccccc4nc(N4CCOCC4)n23)cc1
48	Cc1ccc(C(=O)NCc2cccnc2)o1
49	O=C(OCC(=O)N1CCOCC1)c1ccc(O)cc1

assay / entry	43	44	45	46	47	48	49
NOD2 inhibition	22%	5%	18%	4%	7%	6%	15%
P. falciparum M17LAP	-3%	-4%	8%	2%	7%	.	.
P. falciparum M1AAP	1%	-1%	8%	3%	1%	.	.
AID2073	?	-8%	33%	4%	0%	4%	2%
SIAH1 antagonists	3%	15%	-6%	3%	0%	3%	1%
Lipid droplet	0	-3	33	.	.	10	-10
Lipid droplet cells 6.5 µM	641	718	661	.	.	830	807
CSM14.1 death rescue	-2.2%	0.0%	-3.1%	2.5%	2.9%	.	.
LYP inhibition	-3%	-9%	0%	-9%	-7%	-11%	-7%
XIAP displacement	-21%	-3.1%	-15%	-1.1%	-3.2%	.	.

4 records drawn at random from those above, as already listed:
48	Cc1ccc(C(=O)NCc2cccnc2)o1
21	CC(C)(C)OC(=O)CNC(=O)c1nc[nH]c1C(=O)N1CCN(C(=O)OC(C)(C)C)CC1
2	Cc1ccsc1/C=N\NC(=O)c1cc(C(C)(C)C)[nH]n1
13	O=C(c1ccc(Cl)cc1)c1c[nH]cc1-c1ccccc1

assay / entry	48	21	2	13
NOD2 inhibition	6%	4%	-79%	16%
P. falciparum M17LAP	.	.	10%	7%
P. falciparum M1AAP	.	.	9%	0%
AID2073	4%	0%	-6%	1%
SIAH1 antagonists	3%	6%	3%	22%
Lipid droplet	10	10	-18	-7
Lipid droplet cells 6.5 µM	830	768	461	669
CSM14.1 death rescue	.	.	-2.3%	-0.3%
LYP inhibition	-11%	-12%	-2%	-4%
XIAP displacement	.	.	-6.4%	0.4%
